IAP activation – mouse intestinal phosphatase enzyme activation – biochemical, luminescence, single concentration, confirmation (AID 434970). 11,000 compounds, 2.9% hits. purified mouse IAP, CDP-Star luminescence, 30 min; active compounds read low. activity change, negative = activation, % at 10 µM; in the data active = activity change below about -85%;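 also: percent relative to enzyme plus DMSO wells and wells without enzyme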
IAP activation Fold change – second read-out of IAP activation, no call of its own (marks repeat the call); activation factor; measured here: IAP activation factor; active compounds read high;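 fold luminescence change scaled to plate control wells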
Starred values were filed as active, the others as inactive.

IAP activation	IAP activation Fold change	Compound
-4.3	1.04	CCN(C1CCCCC1)S(=O)(=O)c1cc(C)ccc1OC
22.8	0.772	NC(=O)c1c(NC(=O)COC(=O)CSc2nnc(-c3ccc(Cl)cc3)o2)sc2c1CCC2
-0.5	1	Cc1ccc2oc(=O)n(Cc3ccccc3OC(C)C)c2c1
3.1	0.969	Cc1noc(C)c1CSCC(=O)OCC(=O)N1CC(=O)Nc2ccccc21
39.2	0.607	O=C1NC(=S)S/C1=C/c1ccc(N2CCOCC2)o1
10.9	0.891	CCC(=O)NC1(C(F)(F)F)C(=O)NC(C)=C1C#N (stereo not drawn)
-12.2	1.12	COc1cccc(NC(=O)CN(c2cccc(C(F)(F)F)c2)S(C)(=O)=O)c1
-3.5	1.04	COc1ccccc1/C=N/NC(=O)C(NC(=O)c1ccccc1)=C(C)C
6.9	0.931	CSCCC(NC(=O)c1ccc(=O)n(C)n1)c1nc2ccccc2[nH]1 (stereo not drawn)
-10.8	1.11	CCn1cc(S(=O)(=O)CC(=O)Nc2ccc(C)cc2)c2ccccc21
-120.2*	2.2*	C[C@H](CO)N1C[C@H](C)[C@@H](CN(C)S(=O)(=O)c2ccc(F)cc2)Oc2ccc(NC(=O)NC3CCCCC3)cc2C1=O
4.8	0.952	CCCN1C(=O)SC(CC(=O)Nc2ccccc2)C1=O (stereo not drawn)
4.7	0.954	COc1ccccc1NC(=O)CSc1nnc(Cc2cc(=O)[nH]c(=O)[nH]2)n1-c1ccccc1
11.2	0.888	Clc1ccc2oc(-c3cccnc3)nc2c1
-9.8	1.1	Cc1ccc(OCCn2cc(C(=S)N3CCCC3)c3ccccc32)cc1C
-4.0	1.04	COC(=O)c1ccc(COC(=O)c2ccc(CS(=O)(=O)c3ccc(C)cc3)cc2)cc1

Ordered by count of non-hydrogen atoms (low to high): some entries from above.
IAP activation	IAP activation Fold change	Compound
11.2	0.888	Clc1ccc2oc(-c3cccnc3)nc2c1
10.9	0.891	CCC(=O)NC1(C(F)(F)F)C(=O)NC(C)=C1C#N (stereo not drawn)
39.2	0.607	O=C1NC(=S)S/C1=C/c1ccc(N2CCOCC2)o1
4.8	0.952	CCCN1C(=O)SC(CC(=O)Nc2ccccc2)C1=O (stereo not drawn)
-4.3	1.04	CCN(C1CCCCC1)S(=O)(=O)c1cc(C)ccc1OC
-0.5	1	Cc1ccc2oc(=O)n(Cc3ccccc3OC(C)C)c2c1
6.9	0.931	CSCCC(NC(=O)c1ccc(=O)n(C)n1)c1nc2ccccc2[nH]1 (stereo not drawn)
-3.5	1.04	COc1ccccc1/C=N/NC(=O)C(NC(=O)c1ccccc1)=C(C)C
-12.2	1.12	COc1cccc(NC(=O)CN(c2cccc(C(F)(F)F)c2)S(C)(=O)=O)c1
-4.0	1.04	COC(=O)c1ccc(COC(=O)c2ccc(CS(=O)(=O)c3ccc(C)cc3)cc2)cc1
22.8	0.772	NC(=O)c1c(NC(=O)COC(=O)CSc2nnc(-c3ccc(Cl)cc3)o2)sc2c1CCC2
4.7	0.954	COc1ccccc1NC(=O)CSc1nnc(Cc2cc(=O)[nH]c(=O)[nH]2)n1-c1ccccc1
-120.2*	2.2*	C[C@H](CO)N1C[C@H](C)[C@@H](CN(C)S(=O)(=O)c2ccc(F)cc2)Oc2ccc(NC(=O)NC3CCCCC3)cc2C1=O

Next results follow:
IAP activation	IAP activation Fold change	Compound
12.2	0.877	COc1cc(OC)c2c(-c3cccc(-c4ccc(C(C)=O)cc4)c3)cc(=O)oc2c1
-0.6	1.01	C1CCN=C(Nc2nn[nH]n2)CC1
24.9	0.75	CCOC(=O)C1=NN(C(=O)c2ccc(C)cc2)C(O)(c2ccc(Cl)cc2)C1 (stereo not drawn)
8.4	0.916	CCCn1c(N)c(C(=O)CSc2nnc(-c3ccco3)n2Cc2ccccc2)c(=O)[nH]c1=O
-7.1	1.07	Cc1nn(C)c(C)c1NC(=O)CSc1nc(C2CC2)nc2c1cnn2-c1ccccc1
-4.7	1.05	Cc1ccc[n+](-c2nc3ccccc3nc2C(=C=[N-])C#N)c1
-5.8	1.06	CCCCN1CC(COCc2ccccc2)Oc2ccccc2S1(=O)=O (stereo not drawn)
-3.2	1.03	O=C(NCC(=O)N(CC1CCCO1)C1(C(=O)NC2CCCC2)CCCCC1)c1ccccc1 (stereo not drawn)
-1.2	1.01	CCOC1(OCC)C(c2ccc(N)cc2)C(C#N)(C#N)C1(OCC)OCC (stereo not drawn)
14.1	0.859	CCOC(=O)C1=C(C)c2ccccc2N(S(=O)(=O)C(F)(F)F)C1C(=O)OCC (stereo not drawn)
-12.7	1.13	COc1ccc(CNC(=O)Oc2ccccc2)cc1Cl
-5.6	1.06	C=CCn1c(=O)c2ccccc2n2c(SCC(=O)N3CCCc4ccccc43)nnc12
5.7	0.944	Cc1cccc(CN2CCN(CC(=O)N3CCCC3)C2=O)c1
-12.8	1.13	O=S(=O)(NCc1cc(-c2ccccc2)no1)c1ccc(Cl)cc1
13.1	0.869	CCC(C)C(NC(=O)OCc1ccccc1)C(=O)OCN1C(=O)c2ccccc2C1=O (stereo not drawn)
34.5	0.655	CC1=C/C(=C\c2ccc3c(c2)OCO3)C(=O)S1
4.2	0.958	CC(C)c1nnc(NC(=O)C2CCCN2S(=O)(=O)c2ccc(Cl)cc2)s1 (stereo not drawn)
11.2	0.889	COc1ccc(CN(CCC(C)C)S(=O)(=O)c2ccccc2Br)c(OC)c1
3.7	0.964	Cc1cnc(Nc2nc3ccccc3o2)nc1C(=O)Nc1cccc(C(F)(F)F)c1
8.8	0.912	Cc1ccc(-n2c(SCC(N)=O)nnc2-c2ccccn2)cc1
-73.3	1.73	Cc1csc2c(N3CCN(C(=O)Nc4ccc(Cl)c(Cl)c4)CC3)ncnc12
10.1	0.899	COc1ccc(Cc2nnc(NC(=O)c3ccco3)s2)cc1
8.3	0.917	Cc1ccc(NC(=S)N2CCOCC2)c(C)c1
4.2	0.958	CN(Cc1ccccc1)C(=O)CN(C1CCCCC1)S(C)(=O)=O
0.1	1	CSc1ccccc1NS(=O)(=O)c1ccccc1
-17.7	1.18	CCc1ccccc1NC(=S)NCCSc1ccc(Cl)cc1
-3.3	1.03	CC1(C)CC(O)(CNCc2ccc3c(c2)OCO3)CCO1 (stereo not drawn)
8.3	0.917	CCc1ccc2c(CN3CCN(S(=O)(=O)c4ccc5c(c4)OCCO5)CC3)cc(=O)oc2c1
6.4	0.935	CCOc1ccc(NC(=O)CCC(=O)NNC(=O)COc2ccc(C)cc2Br)cc1
-4.1	1.04	CCOC(=O)/C=C(\C)Nc1cc(C)nn1-c1ccccc1
7.6	0.924	CCOCc1nnc(NC(=O)c2ccco2)s1
5.2	0.948	COc1ccc(-c2cc(C(F)(F)F)nc(N3CCCCCC3)n2)cc1
-0.8	1.01	O=C(NOCc1ccccc1)c1cccc([N+](=O)[O-])c1
2.4	0.976	COC(=O)[C@H](C(C)C)N(Cc1ccccc1)S(=O)(=O)CCN1CCCC1
-109.5*	2.1*	CCOc1ccc(CCNC(=O)c2cc(-c3ccccc3)c(N3CCOCC3)s2)cc1
-4.7	1.05	CCC(NC(=O)Nn1cnnc1)(C(F)(F)F)C(F)(F)F
-4.5	1.05	COc1ccc(CCNC(=O)C2CCN(S(=O)(=O)c3c(C)noc3C)CC2)cc1OC
-13.2	1.13	O=C1OCCN1C(=O)[C@H]1[C@H](c2ccc(Cl)cc2)C(c2cccc(Cl)c2)=NN1c1ccc(Br)cc1
5.2	0.948	O=c1ccc(NS(=O)(=O)c2ccc(Cl)cc2)cn1Cc1ccc(Cl)c(Cl)c1
7.1	0.929	CC[C@]12c3[nH]c4cc(CCC(=O)N(C)C)ccc4c3CCN1C(=O)[C@@H](CC(=O)NCCc1ccccn1)C[C@@H]2C(=O)N1CCN(C(=O)C2CC2)CC1
7.6	0.924	O=C(CS(=O)(=O)Cc1ccccc1)N1CCN(Cc2ccc3c(c2)OCO3)CC1
-4.8	1.05	O=C(NCc1ccc2c(c1)OCO2)C1CCN(S(=O)(=O)c2cccs2)CC1
-10.8	1.11	Cn1c(C(=O)NCCN2CCc3ccccc3C2)cc2c(=O)[nH]c3ccccc3c21
-5.7	1.06	O=C(c1ccccc1)c1ccc(N2CCOCC2)c(NC(=O)c2ccco2)c1
-6.6	1.07	Cc1ccc(S(=O)(=O)N2C[C@@H]3[C@H]4CC[C@H](C4)[C@@H]3[C@@H](C)[C@@H]2C2CCCCC2=O)cc1 (stereo partly drawn)
1.7	0.983	Cc1c(C(=O)NCc2cccs2)oc2ccc(S(=O)(=O)N3CCOCC3)cc12
0.8	0.992	COc1ccc(CN(C)C(=O)Cn2cnc(C(=O)Nc3ccc(C)c(C)c3)n2)cc1OC
2.2	0.978	CCn1c(=S)sc2c(=O)[nH]c(C)nc21
8.8	0.912	CC(C)(C)C(=O)NC1(C(F)(F)F)N=C2SCCN2C1=O (stereo not drawn)
-1.8	1.02	COCCCNC(=O)Nc1ccc(F)cc1F
-79.3	1.79	Cc1ccc(NC(=O)C2CCN(S(=O)(=O)c3ccc(N4CCCC4=O)cc3)CC2)cc1Cl
6.8	0.931	CCCCN(CC)c1nc(N)c(C#N)c(CC#N)c1C#N
7.7	0.923	CCC(C)C(=O)Nc1nc(-c2ccc3c(c2)NC(=O)CO3)cs1 (stereo not drawn)
11.5	0.885	O=Nc1c(O)n(Cc2ccc(Cl)cc2Cl)c2ccccc12
-0.5	1	c1ccc(-n2c(Cc3cccnc3)nc3cnccc32)cc1
2.5	0.975	C/C(N)=C(/C#N)C(=O)CSc1nnc(COc2ccccc2Cl)o1

Following part:
IAP activation	IAP activation Fold change	Compound
6.0	0.94	CCCOc1cccc(C2C(C(=O)c3ccco3)=C(O)C(=O)N2CCN(CC)CC)c1 (stereo not drawn)
-8.2	1.08	CCSc1nc2ccccc2n1Cc1ccccc1F
3.2	0.968	Cc1ccc(C)c(N2CCN(C(=O)CCc3nc(-c4ccccc4C(F)(F)F)no3)CC2)c1
-10.4	1.1	Cn1cc(S(=O)(=O)NC[C@H]2O[C@@H](n3cnc4c(N)ncnc43)[C@H](O)[C@@H]2O)cn1
13.1	0.869	CCOC(=O)CSc1nc2cc3c(cc2cc1CC)OCCO3
-4.7	1.05	CC(=O)Nc1nc2nc(-c3ccccc3)cc(-c3ccccc3)n2n1
-10.1	1.1	COc1ccc(/C=N/Nc2nc(N3CCCC3)nc(N3CCCC3)n2)cc1O
-3.5	1.04	Cc1ccc(C23CC4CC(CC(CC(=O)N5CCOCC5)(C4)C2)C3)cc1
60.5	0.395	S=c1[nH]nc(-c2cccnc2)n1/N=C/C=C/c1ccco1
5.3	0.947	CCCNC(=O)c1oc2ccc3c(c2c1C)C(=O)CC(C)(C)O3
3.9	0.962	O=C(O)C1CCN(C(=O)OCc2ccccc2)CC1
1.6	0.984	Fc1ccc(COc2ccc(/C=N/n3cnnc3)cc2)cc1
0.4	0.996	CCn1c(SCC(=O)Nc2ccccc2N2CCOCC2)nnc1-c1ccccc1
-11.1	1.11	C=CCN=C(NC#N)SCc1ccccc1
0.2	0.998	Cc1ccc(OCC(=O)N2CC3(C)CC2CC(C)(C)C3)cc1 (stereo not drawn)
-11.3	1.11	CCCCOc1cc(=O)[nH]c(=O)[nH]1
-49.4	1.49	COc1ccc2[nH]c3c(c2c1)CCN1C(=O)C(CC(=O)NCC24CC5CC(CC(C5)C2)C4)C[C@H](C(=O)N(C(C)C)C(C)C)[C@@]31C (stereo partly drawn)
-2.4	1.02	COC(=O)c1cc(-c2cccc(OC)c2)on1
13.4	0.867	CC(C)(C)C1CCC2(CC1)C(Nc1cccc(C(F)(F)F)c1)=NC(=S)N2CC#N (stereo not drawn)
-4.0	1.04	COc1ccc(CN2CCC(C(=O)N3CCN(c4ccccc4F)CC3)CC2)cc1OC
-0.3	1	C=CCn1c(=O)c2ccccc2n2c(Sc3nnnn3-c3ccccc3)nnc12
-4.4	1.04	Cc1cccc(C2=NN(c3ccc(Br)cc3)[C@@H](C(=O)N3CCOC3=O)[C@@H]2c2ccccc2)c1
-5.8	1.06	Cn1nnnc1SCC(=O)N1CCN(c2ccc(Cl)cc2)CC1
-6.4	1.06	COCCNC(=O)C1CCC(Cn2c(=S)[nH]c3ccccc3c2=O)CC1 (stereo not drawn)
-5.4	1.05	CCN1CCN(C(=O)c2ccccc2N(C)S(=O)(=O)c2ccc(C)cc2)CC1
80.6	0.194	CCOc1ccc(N2CSC3=C(C#N)C(c4ccco4)CC(=O)N3C2)cc1 (stereo not drawn)
0.1	0.998	COC(=O)c1sccc1NC(=O)C1CC=CCC1C(=O)O (stereo not drawn)
2.8	0.972	CCC(CC)C1C(C#N)=C(N)SC(N)=C1C#N
-2.6	1.03	COCc1[nH]nc2c1C(c1ccccc1F)C(C#N)=C(N)O2 (stereo not drawn)
15.5	0.845	CN1CCc2c(sc3c2c(NCc2ccco2)nc2nnnn23)C1
2.8	0.972	N[C@@H](Cc1ccccc1)c1nnc2sc(SCc3ccccc3)nn12
-4.0	1.04	CCCCCCCCCCSc1n[nH]c(NC(C)=O)n1
12.6	0.875	COc1cccc(-n2c(Cc3cc(=O)[nH]c(=O)[nH]3)nnc2SCC(=O)N2CCCC2)c1
-5.0	1.05	O=C(COC(=O)C1CC(=O)N(Cc2ccco2)C1)c1ccc(OC(=O)c2ccccc2)cc1 (stereo not drawn)
-2.7	1.03	Cc1cc(NC(=O)C(C)C)ncc1NC(=O)CCc1ccccc1
-11.8	1.12	CC[C@]12c3[nH]c4ccc(Cl)cc4c3CCN1C(=O)[C@@H](CC(=O)NCc1ccc(OC)c(OC)c1)C[C@@H]2C(=O)N1CCN(C(=O)C2CC2)CC1
-10.1	1.1	COc1ccc(NC(=O)Cn2cc(C(=O)c3ccco3)c3ccccc32)cc1
-1.1	1.01	COc1ccccc1OC(=O)c1ccc(SC)cc1OC
2.8	0.972	CCOc1ccc(CCNC(=O)CN2CCN(Cc3ccccc3F)C2=O)cc1OCC

Screens: PubChem BioAssay, Sanford-Burnham Center for Chemical Genomics

Not all compounds are listed; count on the stated rates, not on these rows.
